Bioassay records deposited in PubChem BioAssay by Sanford-Burnham Center for Chemical Genomics.
ER stress surv: ER stress cell death inhibition | CSM14.1 thapsigargin ER stress survival, ATP luminescence | hit rate 0.33% among 48,000 | relative survival (cellular ATP), % at 15 µg/mL (by protocol);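 active = survival measured by cellular ATP above 50% at 15 µg/ml in the first screen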;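 note: cell death triggered by about 15 µM thapsigargin; ATP read 24 h after thapsigargin was added; plate controls were thapsigargin with DMSO for no effect and DMSO without thapsigargin for full effect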
The depositor's hits bear a star. This is a subset; the hit share may differ from the screen's.

Screening Cc1cccc(OCCOc2ccc(/C=N/n3cnnc3)cc2)c1 returned ER stress surv -1.3.
COc1ccc2c(c1)NC(C)(C)c1sn(-c3ccccc3)c(=S)c1-2 was read as ER stress surv 1.3.
For O=C(Nc1ccccc1[N+](=O)[O-])c1cccc(N2C(=O)CCC2=O)c1 the results were ER stress surv 6.8.
`CCC1=NN2C(=N)/C(=C/c3ccc(-c4ccccc4C(=O)OC)o3)C(=O)N=C2S1` gave ER stress surv 9.3.
CCOC(=O)C1=C(C)NC2=C(C(=O)c3ccccc32)C1c1cccs1 (stereo unspecified) was read as ER stress surv -6.5.
Cc1ccc(C23CC4CC(CC(O)(C4)C2)C3)cc1N=Cc1cc(Br)ccc1O was read as ER stress surv -3.0.
O=C1CS/C(=C/C(=O)c2ccccc2)N1 was read as ER stress surv 8.4.
Screening O=[N+]([O-])c1ccc(S(=O)(=O)Nc2ccccc2Br)cc1 returned ER stress surv -2.8.
O=Cc1cn(-c2ccccc2)nc1-c1ccc(Cl)cc1 was read as ER stress surv 7.2.
COc1ccc(C=C2C(=O)c3ccccc3C2=O)c(OC)c1 was read as ER stress surv -4.5.
For COc1ccc(NC(=O)c2ccc(CN3CCc4ccccc4C3)cc2)c(OC)c1 the results were ER stress surv 0.3.
For COc1ccc(N=Cc2ccc(N3Cc4cc(C)c(C)cc4C3)cc2)cc1 the results were ER stress surv 17.8.
For O=C(O)c1cc(NC(=O)c2ccccc2-c2ccccc2C(=O)O)cc(C(=O)O)c1 the results were ER stress surv 2.9.
O=C1C=C(NNC(=O)c2ccc(Cl)cc2)CC(c2ccco2)C1 (stereo unspecified) was read as ER stress surv 11.0.
Cc1ccc(C(=O)Nc2ccc3oc(-c4ccc(F)cc4Cl)nc3c2)cc1[N+](=O)[O-] was read as ER stress surv 6.1.
`C=CCn1c2ccccc2n2cc(-c3ccc(Br)cc3)nc12` gave ER stress surv -0.4.
For CC1=NN(c2ccc(S(N)(=O)=O)cc2)C(=O)/C1=C\c1ccc(-c2ccc(Cl)c(C(=O)O)c2)o1 the results were ER stress surv 1.6.
For Cc1ccc(-c2csc(N)c2C(=O)OC(C)C)cc1C the results were ER stress surv 0.2.
For Cc1cc(NC(=O)CSc2nnc3c4ccccc4n(C)c3n2)no1 the results were ER stress surv 4.6.
Cc1ccc(C(=O)Nc2ccc(C(=O)O)cc2)o1 was read as ER stress surv 9.0.
Screening COc1ccc(S(=O)(=O)N(CC(=O)Nc2cc(Cl)ccc2C)Cc2ccccc2)cc1 returned ER stress surv 5.1.
Screening Cc1cc(OCC(=O)NCCCN2CCOCC2)ccc1Br returned ER stress surv -2.6.
Screening O=C1/C(=C/c2ccc(-c3ccc(Cl)cc3C(=O)O)o2)Sc2ccccc21 returned ER stress surv -0.8.
O=C1NC(=Nc2ccccc2)S/C1=C/c1cccc(OC(=O)c2ccccc2)c1 was read as ER stress surv 9.3.
`COc1ccc(C2=C(/C=C3\SC(=S)NC3=O)C(c3ccccc3)c3ccccc3O2)cc1OC` (stereo unspecified) gave ER stress surv -4.1.
Screening CCN(CC)c1ccc(C=Nc2ccc(Sc3ccc([N+](=O)[O-])cc3)cc2)cc1 returned ER stress surv 8.1.
`Cc1cc2nc3s/c(=C/c4ccc5c(c4)OCO5)c(=O)n3c2cc1C` gave ER stress surv 6.3.
`Cc1cc(NC(=O)c2cccc(Br)c2)ccc1NC(=O)c1ccccc1` gave ER stress surv 2.9.
CC(C1CC1)N(C(=O)Nc1ccccc1Cl)c1ccccc1 (stereo unspecified) was read as ER stress surv 12.1.
For CC(=O)c1ccc(NC(=O)c2cc(Cl)ccc2Cl)cc1 the results were ER stress surv 9.6.

Six structures already listed, sorted by SMILES length, largest number first.
`COc1ccc(C2=C(/C=C3\SC(=S)NC3=O)C(c3ccccc3)c3ccccc3O2)cc1OC` (stereo unspecified) gave ER stress surv -4.1.
Screening CCN(CC)c1ccc(C=Nc2ccc(Sc3ccc([N+](=O)[O-])cc3)cc2)cc1 returned ER stress surv 8.1.
Screening O=C1/C(=C/c2ccc(-c3ccc(Cl)cc3C(=O)O)o2)Sc2ccccc21 returned ER stress surv -0.8.
`Cc1cc2nc3s/c(=C/c4ccc5c(c4)OCO5)c(=O)n3c2cc1C` gave ER stress surv 6.3.
`Cc1cc(NC(=O)c2cccc(Br)c2)ccc1NC(=O)c1ccccc1` gave ER stress surv 2.9.
CC(C1CC1)N(C(=O)Nc1ccccc1Cl)c1ccccc1 (stereo unspecified) was read as ER stress surv 12.1.

The listing continues.
Screening COC(=O)c1cn(C(=O)c2ccc(C)c([N+](=O)[O-])c2)c2ccccc12 returned ER stress surv -2.9.
`NC(=O)c1ccccc1NC(=O)c1cncc(Br)c1` gave ER stress surv 9.1.
Screening NC(=O)c1c(NC(=O)C2C3C=CC(C3)C2C(=O)O)sc2c1CCCCC2 (stereo unspecified) returned ER stress surv 9.6.
`COc1cc(NC(=O)C2CCCCC2)c(OC)cc1Cl` gave ER stress surv 5.8.
For CN(C)/N=C\c1ccc(-c2ccc3c(c2)C(=O)NC3=O)o1 the results were ER stress surv -1.8.
`O=C(CSc1nc2ccccc2s1)OCC(=O)c1ccc(Cl)cc1` gave ER stress surv 1.9.
Screening COc1ccccc1OCCOc1ccc(/C=N/N2C(=O)CSC2=S)cc1 returned ER stress surv -2.1.
`CCOc1ccc(C(=O)Nc2ccc(N3CCN(C(C)=O)CC3)cc2)cc1[N+](=O)[O-]` gave ER stress surv -0.2.
`O=C1CC(c2ccccc2)=NN1c1cccc([N+](=O)[O-])c1` gave ER stress surv -1.0.
CCOC(=O)CN1C(=O)C(O)(CC(=O)c2cccs2)c2ccccc21 (stereo unspecified) was read as ER stress surv -1.4.
`COC(=O)c1ccccc1NC(=O)c1cnn2c(C(F)(F)F)cc(-c3ccccc3)nc12` gave ER stress surv -2.1.
CCc1c(C#N)c(N)nc2sc(C(=O)Nc3ccc(Br)cc3)c(N)c12 was read as ER stress surv -7.9.
`O=C1ON=C(c2ccccc2)/C1=C\c1ccccc1OCc1ccc(F)cc1` gave ER stress surv 8.0.
Screening COc1ccc(C(=O)N=Nc2c(O)[nH]c3c(C)cc(Br)cc23)cc1 returned ER stress surv 1.2.
For Cc1c(CN(C)C)c2c(n1Cc1ccccc1)C(=O)c1ccccc1-2 the results were ER stress surv -21.1.
`CC(C)C(=O)Nc1ccc(-c2nc3ncccc3o2)cc1` gave ER stress surv -2.8.
`COc1ccc(OC)c(/C=C2\SC(N3CCCC3)=NC2=O)c1` gave ER stress surv 6.6.
CCN(CC)CCOc1c(C)cc(Cl)cc1Cl was read as ER stress surv -2.6.
`O=C(c1ccccc1)N1CCN(C(=O)c2cnn3c2NC(c2ccc(Br)cc2)CC3C(F)(F)F)CC1` (stereo unspecified) gave ER stress surv -1.3.
For COc1cccc(-n2c(/C=C/c3cn(C)c4ccccc34)nc3ccccc3c2=O)c1 the results were ER stress surv 76.5*.
Cc1ccc(C(=O)/C=C/c2ccc3c(c2)OCO3)cc1 was read as ER stress surv -2.0.
`O=C(O)/C=C/c1cccc(NS(=O)(=O)c2ccccc2)c1` gave ER stress surv 2.3.
`COc1cc(C2CC(=O)Nc3c2ccc2ccccc32)cc(Br)c1OC` (stereo unspecified) gave ER stress surv -0.5.
Cc1c2n(c3ccccc13)CCNC2c1ccccc1 (stereo unspecified) was read as ER stress surv 1.9.
Screening Cc1ccc(C(=O)Nc2cccc(O)c2)cc1S(=O)(=O)N1CCCCC1 returned ER stress surv 9.8.
`O=C(O)c1cccc(S(=O)(=O)N(CCO)CCO)c1` gave ER stress surv 10.9.
For O=C(CC1Nc2ccccc2NC1=O)Nc1ccccc1C(F)(F)F (stereo unspecified) the results were ER stress surv 8.4.
For CC(C)(C(=O)c1ccccc1)/[N+]([O-])=C/c1ccccc1 the results were ER stress surv 3.6.
`O=C(c1ccccc1)N1CCN(CCCc2ccccc2)CC1` gave ER stress surv 8.5.
`Cc1nc2cc(N=Cc3ccc(Br)cc3)ccc2n1C` gave ER stress surv 22.9.

Compounds above that have an aryl thioether with sulfur outside any ring:
For Cc1cc(NC(=O)CSc2nnc3c4ccccc4n(C)c3n2)no1 the results were ER stress surv 4.6.
Screening CCN(CC)c1ccc(C=Nc2ccc(Sc3ccc([N+](=O)[O-])cc3)cc2)cc1 returned ER stress surv 8.1.
`O=C(CSc1nc2ccccc2s1)OCC(=O)c1ccc(Cl)cc1` gave ER stress surv 1.9.

(continued)
For O=C(COc1ccccc1[N+](=O)[O-])Nc1ccc(Cl)c(-c2nc3ccccc3s2)c1 the results were ER stress surv -2.9.
For O=c1oc2ccc([N+](=O)[O-])cc2c(SCCNc2ccccc2)c1[N+](=O)[O-] the results were ER stress surv -1.6.
`O=C(CSc1nc2ccccc2s1)c1ccc2ccccc2c1` gave ER stress surv 14.3.
O=C(O)c1cccc(NC(=O)c2cccc(N3C(=O)c4ccc(C(=O)Nc5cccc(C(=O)O)c5)cc4C3=O)c2)c1 was read as ER stress surv 4.3.
For CC1=C/C(=N\OC2=C(O/N=C3/C=CC(=O)C(C)=C3)C(=O)c3ccccc3C2=O)C=CC1=O the results were ER stress surv -6.9.
`Cc1cc(C)cc(N2C(=O)NC(=O)/C(=C\c3ccc(N(C)C)cc3)C2=O)c1` gave ER stress surv -0.7.
For CC1C(C(=O)N(C=O)c2cccc(Cl)c2)C2C=CC1C21CC1 (stereo unspecified) the results were ER stress surv -3.5.
`O=C(c1ccc([N+](=O)[O-])cc1)N1CCN(Cc2ccccc2Cl)CC1` gave ER stress surv 8.7.
Cc1ccc(-c2nc3cc(Cl)cc(Cl)c3o2)cc1N was read as ER stress surv 3.0.
Cc1ccc(-c2cc(-c3ccccc3O)nc(N/N=C/c3cccnc3)n2)cc1 was read as ER stress surv 2.4.
O=C(Nc1ccc(Cl)cc1)/C(=C\c1cccnc1)NC(=O)c1ccccc1 was read as ER stress surv 10.6.
Cc1ccc(NC2=CC(=O)C=CC2=O)c(C)c1 was read as ER stress surv -0.5.
For O=C(CN(c1ccc(Br)cc1)S(=O)(=O)c1ccccc1)NCC1CCCO1 (stereo unspecified) the results were ER stress surv 4.3.
Screening COc1ccc(CNC(=O)c2cccc([N+](=O)[O-])c2)cc1 returned ER stress surv -1.9.
CN(C)c1ccc(C2C(C(=O)OC(C)(C)C)C(=O)CC(C)(O)C2C(=O)OC(C)(C)C)cc1 (stereo unspecified) was read as ER stress surv 5.1.
Screening O=C(NCCO)C(=O)NC1CCCCC1 returned ER stress surv 6.0.
`COc1ccc(CN=Cc2c(O)n(-c3ccccc3Cl)c(=O)[nH]c2=O)cc1` gave ER stress surv 0.7.
For COc1ccc(C(N)=O)cc1NC(=O)C(C)Oc1ccccc1 (stereo unspecified) the results were ER stress surv -7.0.
For CC(C)C(=O)Nc1ccc(Cl)c(-c2nc3cc(Cl)ccc3o2)c1 the results were ER stress surv -3.6.
For C/C(=C\C(=O)c1ccc(C)cc1)Nc1ccc(Br)c(C)c1 the results were ER stress surv 11.0.
Screening CN(C)c1c([N+](=O)[O-])cc([N+](=O)[O-])c2cccnc12 returned ER stress surv 6.6.
O=[N+]([O-])c1ccc(-n2ncnc2-c2ccc(F)cc2)cc1 was read as ER stress surv -3.2.
CCCCCCCCC(=O)N/N=C/c1ccc(Cl)cc1 was read as ER stress surv 18.6.
Cn1cc(/C=C/c2nc3ccccc3c(=O)n2-c2ccccc2[N+](=O)[O-])c2ccccc21 was read as ER stress surv 8.5.
COc1cccc2c(Cl)cc(C)nc12 was read as ER stress surv -6.5.
For COc1cc2c(cc1NC(=O)c1cccc([N+](=O)[O-])c1)oc1ccccc12 the results were ER stress surv 9.2.
CCOC(=O)Cc1nnc(Nc2cc(C)ccc2C)c2ccccc12 was read as ER stress surv 10.2.
`CCOc1cccc(/C=N/N2CCN(Cc3cccc4ccccc34)CC2)c1O` gave ER stress surv -0.9.
For COc1ccc(NC(=O)CCN2C(=O)S/C(=C/c3ccc(OC)c(OC)c3)C2=O)cc1 the results were ER stress surv 3.9.
Screening O=C(O)/C=C\C(=O)OCCCC(F)(F)C(F)(F)F returned ER stress surv 9.8.
`C#Cc1cccc(NC(=O)c2ccc(OC)cc2)c1` gave ER stress surv 1.7.
O=C1c2ccccc2C(=O)N1Cc1nc2ccccc2c(=O)n1Cc1ccccc1 was read as ER stress surv -1.4.
Screening Cc1ccc(C(=O)c2coc3c2C(=O)C(=O)C(Cl)=C3Cl)cc1 returned ER stress surv 3.4.
For O=C(Nc1cccc(I)c1)c1ccc2c(c1)C(=O)N(CC1CCCO1)C2=O (stereo unspecified) the results were ER stress surv 8.4.
CC1(C)CC(=O)C=C(Nc2cc(-c3ccccc3)[nH]n2)C1 was read as ER stress surv 1.2.
Screening O=C(CC1Sc2ccccc2NC1=O)Nc1cccc(C(=O)O)c1 (stereo unspecified) returned ER stress surv 6.1.
Screening O=C(N=Nc1c(O)[nH]c2c(Br)cc(Br)cc12)c1ccccn1 returned ER stress surv -6.5.
`Oc1ccccc1C1=NOC(O)(C(F)(F)F)C1` (stereo unspecified) gave ER stress surv 0.9.
`O=C(Nc1ccn(-c2ccccc2)n1)c1ccc(Cl)cc1` gave ER stress surv 0.1.
Screening CCCCOC(=O)c1ccc(NC(=O)CSc2nnc(N)s2)cc1 returned ER stress surv 6.5.
COCCOC(=O)c1ccc(NC(=O)COc2ccc(Br)cc2)cc1 was read as ER stress surv 5.4.
Screening COc1ccc(C2CC(=O)C3=C(C2)Nc2ccccc2NC3c2cc3c(cc2[N+](=O)[O-])OCO3)cc1 (stereo unspecified) returned ER stress surv -4.3.
O=C1OC(/C=C/c2ccccc2)=NC/1=C/c1ccccc1 was read as ER stress surv 0.5.
Screening O=[N+]([O-])c1ccc(Cl)c(-n2ncnc2-c2ccccc2C(F)(F)F)c1 returned ER stress surv -0.2.
Screening C=CCN1C(=O)C(Cc2ccc(C)cc2)S/C1=N\N=C\c1ccco1 (stereo unspecified) returned ER stress surv 3.1.
COC(=O)c1ccc(NC(=S)NC(=O)c2ccn(C)n2)cc1 was read as ER stress surv 3.0.
Screening O=C(O)/C=C/c1ccc(N2Cc3ccccc3C2)cc1 returned ER stress surv -5.4.
O=C(NCC1CCCO1)c1cc2nc(-c3ccc(F)cc3)cc(C(F)(F)F)n2n1 (stereo unspecified) was read as ER stress surv 7.2.
For N/C(Cc1ccc([N+](=O)[O-])cc1)=N\OC(=O)Cc1ccc(Cl)cc1 the results were ER stress surv 1.8.
`CCOc1cc(/C=N/NC(=O)c2ccncc2)ccc1OC(=O)c1ccc([N+](=O)[O-])cc1` gave ER stress surv 13.2.
